NTMT1 inh = Primary qHTS for Inhibitors of N-terminal methyltransferase 1 (NTMT1): MTaseGlo Assay. N-terminal Xaa-Pro-Lys N-methyltransferase 1 (Homo sapiens), Q9BV86. NTMT1 MTase-Glo SAH luminescence, purified enzyme. Potency, µM (highest dose often 114 µM), for the others: at the top dose activity change, negative = inhibition, actives largely listed as inhibitors. 59,000 tested, 2.5% active. AID 1645870, 2021;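 also: potency is read from the fitted curve at half-maximal effect; plate controls were DMSO vehicle for no effect and no enzyme for full effect; nearly all actives have a fitted effect of over 65% in size; many of its hits are not listed in these tables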
Target sequence (Q9BV86 whole entry, looked up): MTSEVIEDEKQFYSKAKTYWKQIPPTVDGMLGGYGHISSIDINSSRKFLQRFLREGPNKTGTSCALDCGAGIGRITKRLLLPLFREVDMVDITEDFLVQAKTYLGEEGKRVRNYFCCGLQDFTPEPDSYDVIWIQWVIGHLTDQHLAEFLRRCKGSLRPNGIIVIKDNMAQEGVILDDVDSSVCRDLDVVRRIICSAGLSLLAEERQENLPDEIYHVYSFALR
FH mod = Identification of activators of human fumarate hydratase by quantitative high-throughput screening | Potency, µM (doses to about 79.9 µM), for inactives: at the top dose activity change, negative = inhibition, most hits filed as inhibitors | FH coupled MDH/diaphorase resazurin fluorescence, 15 min | 54,000 tested, 0.22% active | Fumarate hydratase, mitochondrial (Homo sapiens), P07954; also: potency is read from the fitted curve at half-maximal effect; % is scaled to controls: 0 for no effect and ±100 for the full control effect; the screen sought activators but most active calls are inhibition curves; nearly all actives have a fitted effect of over 45% in size
p53null 39C kill = qHTS Screen for Compounds that Selectively Target Cancer Cells with p53 Mutations: Cytotoxicity of p53 Null Cells at the Nonpermissive Temperature; AID 904, 2007; H1299 p53-null (neo) cells, 39C, ATPlite viability, 24 h; Potency, µM (top dose mostly 46.1 µM), for the others: at the top dose activity, negative = cell killing, hits mostly cytotoxic; 55,000 tested, 0.97% active;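 also: potency is read from the fitted curve at half-maximal effect; 0% = DMSO only and -100% = full killing by 100 µM tamoxifen; nearly all actives have a fitted effect of over 50% in size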
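Following overnight plating at 37C (600 cells/well), H1299-neo or H1299-p53A138V cells are dosed up to 46 uM. Incubation lasts 24 hr at 39C before ATP detection.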
B2AR arrestin ag = qHTS assay of beta-arrestin-biased ligands of beta2-adrenergic receptor: NCGC Sytravon Library Screen; 44,000 tested, under 10 active; HTLA Tango cells, beta-arrestin recruitment, luciferase luminescence, 18 h; Potency, µM (top dose mostly 46.1 µM), for inactives: at the highest dose activation, actives largely listed as activators; AID 1347077, 2019;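 also: potency is read from the fitted curve at half-maximal effect; 0% = DMSO and full agonism = EC100 isoproterenol or metaproterenol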
Target sequence (P07550 whole entry, looked up): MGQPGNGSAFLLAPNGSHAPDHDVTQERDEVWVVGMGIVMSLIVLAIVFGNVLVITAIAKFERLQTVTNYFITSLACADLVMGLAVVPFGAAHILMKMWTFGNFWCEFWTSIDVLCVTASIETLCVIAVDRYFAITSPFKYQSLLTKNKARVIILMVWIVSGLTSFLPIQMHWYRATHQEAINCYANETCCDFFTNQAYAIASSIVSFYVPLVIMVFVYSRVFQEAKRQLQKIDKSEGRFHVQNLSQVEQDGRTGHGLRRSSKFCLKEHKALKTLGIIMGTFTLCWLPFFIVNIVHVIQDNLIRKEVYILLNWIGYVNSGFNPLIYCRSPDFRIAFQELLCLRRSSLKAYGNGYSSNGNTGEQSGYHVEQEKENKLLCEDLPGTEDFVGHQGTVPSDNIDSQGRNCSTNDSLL
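Luminescence read-out: arrestin recruitment to recombinant beta2-AR releases tTA, inducing luciferase. Cells exposed 18 hr at 37 degrees C to up to 46 microM compound; %Activity from corrected signal, concentration-response curves classified by r2, magnitude and efficacy.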
GALK inh = qHTS Assay for Inhibitors of Human Galactokinase (GALK): NCGC Sytravon Library Screen; recombinant GALK, Kinase-Glo ATP luminescence, 1 h; Potency, µM (titrated, usually from 57.5 µM), for the others: at the highest dose activity, negative = inhibition, hits mostly inhibitors; 44,000 tested, under 10 active;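 also: plate controls were full GALK reaction for no effect and reaction lacking GALK for full effect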
Target sequence (P51570 whole entry, looked up): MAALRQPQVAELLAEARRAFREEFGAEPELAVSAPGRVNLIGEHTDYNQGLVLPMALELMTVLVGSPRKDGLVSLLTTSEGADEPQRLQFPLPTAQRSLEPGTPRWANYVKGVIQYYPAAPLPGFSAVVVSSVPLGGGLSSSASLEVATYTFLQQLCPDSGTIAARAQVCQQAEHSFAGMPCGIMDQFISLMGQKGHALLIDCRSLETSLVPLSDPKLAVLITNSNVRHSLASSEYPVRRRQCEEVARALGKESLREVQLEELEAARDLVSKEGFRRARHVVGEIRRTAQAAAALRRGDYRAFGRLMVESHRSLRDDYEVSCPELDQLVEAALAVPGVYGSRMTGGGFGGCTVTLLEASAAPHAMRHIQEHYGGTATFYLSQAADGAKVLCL
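Luminescent ATP-depletion readout (Kinase-Glo Plus) after 1 h room-temperature incubation of human GALK (5 nM) with galactose 100 µM and ATP 35 µM, pH 8.0 HEPES/Mg2+ buffer; compounds tested in qHTS format.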
TSG101-PTAP inh = qHTS Validation Assay for Inhibitors of HIV-1 Budding by Blocking the Interaction of PTAP/TSG101: Sytravon Library Screen | Tumor susceptibility gene 101 protein (Homo sapiens), Q99816 | Fluorescence polarization, FITC-PTAP peptide/Tsg101, 20 min | Potency, µM (doses to about 115 µM), for inactives: top-dose activity change, negative = inhibition, most hits filed as inhibitors | 44,000 tested, under 10 active | AID 1347069, 2019; also: potency is read from the fitted curve at half-maximal effect; 0% is about no effect
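Fluorescence polarization: Tsg101 binding domain (10 uM final) in 10 mM HEPES pH 7.5, 0.15 M NaCl, 0.01% Tween 20, 3 mM EDTA, 0.1 mM TCEP; compounds pinned; FITC-PTAP peptide 50 nM final; 20 min, r.t.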
p53null 32C tox = qHTS Screen for Compounds that Selectively Target Cancer Cells with p53 Mutations: Cytotoxicity of p53 Null Cells at the Permissive Temperature; Potency, µM (highest dose often 46.1 µM), for the others: at the top dose activity change, negative = cytotoxicity, usual class: cytotoxic; H1299-neo p53 null cells, ATP luminescence, 24 h, 32C; 55,000 tested, 0.62% active; AID 903, 2007;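 also: potency is read from the fitted curve at half-maximal effect; 0% = DMSO only and -100% = full killing by 100 µM tamoxifen; nearly all actives have a fitted effect of over 55% in size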
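ATP-content luminescence in p53-null H1299-neo cells after 24 h compound exposure (up to 46 uM) at 32C permissive temperature; 0% and 100% killing set by DMSO and 100 uM tamoxifen; Hill-equation AC50.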
The depositor's hits bear a star; u = inconclusive; x = not tested or not shown; [ ] = remark or other dose. Calls follow the shape of the dose curve; as a rule, active = well fitted curve in the direction sought with a large enough effect; inconclusive = small, poorly fitted or top-dose-only effect, or another doubt; inactive = no such curve, though single readings can be large; an effect the other way counts as inactive or inconclusive. The list is partial. The share of hits here may be higher or lower than overall.

SMILES	NTMT1 inh	FH mod	p53null 39C kill	B2AR arrestin ag	GALK inh	TSG101-PTAP inh	p53null 32C tox
COc1cc(OC)c(NC(=O)CCCn2nc(C)c3c(C)n(-c4ccccc4)nc3c2=O)cc1Cl	-9%	-11%	7%	0%	-6%	3%	-7%
CC(C)c1ccc(NS(=O)(=O)c2ccc3[nH]cc(C(=O)NC4CCCCC4)c(=O)c3c2)cc1	-3%	u	u	1%	-3%	-7%	49%[activator]
Cc1ccc([N+](=O)[O-])cc1S(=O)(=O)N1CCn2cccc2C1c1ccccc1F (stereo unspecified)	-8%	-13%	-4%	-4%	-3%	-3%	1%
CCC(=O)N1CCc2cc(Br)cc(S(=O)(=O)NCCc3cccc(C)c3)c21	10%	-19%	4%	-2%	0%	-6%	19%
COc1ccc(Nc2oc(/C=C/c3ccc(F)cc3)nc2C#N)cc1	-5%	-16%	-23%	1%	1%	2%	5%
COC(=O)c1ccc(NC(=O)CC2C(=O)N(c3ccccc3)C(=O)N2C2CCCC2)cc1 (stereo unspecified)	-2%	-1%	9%	2%	3%	3%	-3%
Cc1ccc(Cn2nnc3sc4c(c3c2=O)CCC(C)C4)cc1 (stereo unspecified)	-1%	1%	9%	0%	2%	-1%	-5%
Cc1cc(C)cc(NC(=O)C2CCN(S(=O)(=O)c3c(C)noc3/C=C/c3ccco3)CC2)c1	-18%	1%	0%	0%	8%	1%	5%
COc1ccc(NC(=O)N(CCC(C)C)C(C)c2cccs2)c(OC)c1 (stereo unspecified)	14%	-20%	16%	1%	-5%	-15%	25%
CC(=O)c1ccc(NC(=O)c2nc(-c3ccc(C)cc3)n3c2CCCCC3)cc1	7%	-10%	36%[activator]	0%	-1%	-3%	3%
Cc1ccc(C(=O)Nc2nc(-c3ccccc3)ns2)cc1	3%	-37%	-7%	1%	0%	4%	20%
Cc1ccc(S(=O)(=O)c2cn(C)c3cc(N4CCCC4)c(F)cc3c2=O)c(C)c1	-2%	-6%	-11%	3%	2%	4%	8%
O=C(NCC(c1cccnc1)N1CCN(Cc2ccccc2)CC1)C(=O)Nc1cccc(Cl)c1 (stereo unspecified)	-17%	-5%	-16%	-1%	1%	-3%	-2%
Cc1ccc(C)c(Cn2c(=O)n(Cc3ccccc3)c(=O)c3c2c2cc(C)ccc2n3C)c1	0%	-18%	-10%	0%	-5%	0%	4%
O=C(CCCc1ccccc1)NC1CC(=O)N(c2ccc(Cl)cc2)C1 (stereo unspecified)	7%	-10%	11%	-3%	-8%	-2%	-7%
Cc1ccc2nc3c(cc(C#N)c(=O)n3-c3nnc(SCc4ccccc4)s3)c(=O)n2c1	-1%	-5%	-4%	-3%	7%	-8%	7%
Cc1cccc(NC(=O)CCn2cnnn2)c1C	u	0%	-21%	1%	3%	0%	-4%
CCc1cccc(C)c1NC(=O)C1CCCN(S(=O)(=O)c2cccc3nsnc23)C1 (stereo unspecified)	4%	-9%	16%	0%	-1%	0%	8%
O=C(Nc1cc(Cl)cc(Cl)c1)c1ccc2c(c1)N(Cc1cccc(Cl)c1)C(=O)c1ccccc1S2=O (stereo unspecified)	-1%	-12%	0%	-2%	-2%	1%	10%
COc1cccc(N2C(=O)CSC23C(=O)N(CC(=O)Nc2cccc(Cl)c2)c2ccccc23)c1 (stereo unspecified)	17%	-21%	-5%	2%	-2%	-3%	11%
O=C(CSc1nnc(-c2ccccc2Cl)o1)N1CCCc2ccccc21	-3%	-3%	u	-1%	0%	4%	-13%
CCCCN1CC(c2nc3ccccc3n2CCCCOc2ccc(C)c(C)c2)CC1=O (stereo unspecified)	3%	-20%	37%[activator]	-2%	2%	-1%	-4%
O=C(CCS(=O)(=O)c1nc(-c2cccs2)cc(C(F)(F)F)n1)Nc1ccc(OC(F)(F)F)cc1	-1%	u	u	1%	2%	0%	17%
Cc1ccc2c(c1)c1c3n2CCN(C(=O)c2ccc(C(F)(F)F)cc2)C3CCC1 (stereo unspecified)	-7%	1%	-6%	0%	-1%	-2%	10%
O=c1c2c(-c3ccc(Cl)cc3)ccnc2[nH]n1-c1ccccc1	0%	-2%	x	0%	1%	-2%	x

Seven of these compounds, reformatted:
The line under a structure holds: NTMT1 inh	FH mod	p53null 39C kill	B2AR arrestin ag	GALK inh	TSG101-PTAP inh	p53null 32C tox
CC(C)c1ccc(NS(=O)(=O)c2ccc3[nH]cc(C(=O)NC4CCCCC4)c(=O)c3c2)cc1
 : -3%	u	u	1%	-3%	-7%	49%[activator]
Cc1ccc([N+](=O)[O-])cc1S(=O)(=O)N1CCn2cccc2C1c1ccccc1F (stereo unspecified)
 : -8%	-13%	-4%	-4%	-3%	-3%	1%
CCC(=O)N1CCc2cc(Br)cc(S(=O)(=O)NCCc3cccc(C)c3)c21
 : 10%	-19%	4%	-2%	0%	-6%	19%
COc1ccc(Nc2oc(/C=C/c3ccc(F)cc3)nc2C#N)cc1
 : -5%	-16%	-23%	1%	1%	2%	5%
COC(=O)c1ccc(NC(=O)CC2C(=O)N(c3ccccc3)C(=O)N2C2CCCC2)cc1 (stereo unspecified)
 : -2%	-1%	9%	2%	3%	3%	-3%
Cc1ccc(Cn2nnc3sc4c(c3c2=O)CCC(C)C4)cc1 (stereo unspecified)
 : -1%	1%	9%	0%	2%	-1%	-5%
Cc1cc(C)cc(NC(=O)C2CCN(S(=O)(=O)c3c(C)noc3/C=C/c3ccco3)CC2)c1
 : -18%	1%	0%	0%	8%	1%	5%

(continued)
SMILES	NTMT1 inh	FH mod	p53null 39C kill	B2AR arrestin ag	GALK inh	TSG101-PTAP inh	p53null 32C tox
Cc1ccc(SCC(=O)Nc2ccc3oc(-c4ccccc4C)nc3c2)cc1	-1%	-19%	u	-1%	-12%	14%	-14%
CC1=C(c2ccc(C)cc2)S(=O)(=O)N(Cc2ccc(C(=O)NCc3cccc(C)c3)cc2)C1=O	1%	-15%	-5%	0%	0%	2%	4%
CCSc1ncc(Cl)c(C(=O)N(Cc2ccccc2)c2ccc(OC)cc2)n1	17%	-15%	49%[activator]	-1%	-10%	-5%	21%
Cc1ccc(NC(=O)CCNS(=O)(=O)c2ccc3c(c2)CCCC(=O)N3)cc1	28%	-3%	-1%	0%	-1%	-1%	1%
COc1ccc(N(Cc2cccs2)C(=O)c2ccc(OC)c(Cl)c2)cc1	-1%	-26%	19%	-4%	-1%	-3%	11%
COc1ccc(-c2cc(C(=O)Nc3cccnc3Cl)no2)cc1OC	x	x	12%	1%	6%	1%	5%
CCOc1ccc(-c2cc3nc(C4CCN(C(=O)OC(C)(C)C)CC4)c(C(=O)Nc4ccc(C)cc4Cl)cn3n2)cc1	8%	-8%	-4%	1%	7%	9%	0%
COc1ccccc1-c1nc(SCC(=O)c2ccccc2)n[nH]1	-11%	-19%	-20%	-2%	0%	1%	2%
Cc1nc(-c2ccc(C)c(S(=O)(=O)N3CCC(C(=O)Nc4ccc(Cl)cc4)CC3)c2)no1	12%	-24%	22%	-2%	2%	-6%	12%
Cc1cccc(N2CCN(C(c3ccc(F)cc3)c3nnc(-c4ccccc4)o3)CC2)c1C (stereo unspecified)	4%	-3%	4%	-2%	-12%	-4%	16%
CCN(CC)S(=O)(=O)c1ccc2c(c1)N(CC(=O)Nc1ccc(Cl)cc1)C(=O)C1CCCN21 (stereo unspecified)	-28%	-25%	u	0%	-1%	3%	-5%
CCc1ccccc1NC(=O)Cc1c(C(=O)O)[nH]c2ccc(Cl)cc12	7%	-17%	-24%	-1%	1%	0%	-10%
CCN(c1ccc(OC)cc1)S(=O)(=O)c1ccc2[nH]c3c(c2c1)CCCCC3	-11%	u	48%	1%	2%	-7%	-7%
CCCOc1ccc(Nc2cc(C)nc(C)n2)cc1	12%	-4%	-13%	-3%	-9%	-4%	-9%
O=c1c(-c2cc(-c3ccc(F)cc3)nc3c2COc2ccc(Cl)cc2-3)coc2ccc(F)cc12	4%	-11%	x	0%	2%	1%	x
COc1ccc(-c2cc(C(=O)Nc3cccc(O)c3)on2)cc1OC	-13%	8%	-6%	0%	-13%	-2%	13%
CCN(CC)S(=O)(=O)c1ccc2[nH]cc(C(=O)NCCc3ccccc3)c(=O)c2c1	6%	-6%	-2%	-2%	3%	0%	-11%
COc1ccc(OC)c(CCNC(=O)CCn2c(=O)c3cccn3c3cccnc32)c1	u	-2%	-29%	0%	0%	2%	-5%
Cc1ccc(C)c(N2CCN(c3nc4ccc(Cl)cc4n4cnnc34)CC2)c1	7%	1%	-13%	-3%	1%	-3%	0%
O=C(Nc1ccc(OCc2cc(=O)n3c4c(sc3n2)CCCC4)cc1)c1ccc(F)cc1	0%	2%	15%	0%	-1%	0%	-3%
Cc1nc2c(c(C)nn2C(C)(C)C)c(C)c1CCC(=O)Nc1ccc(Br)cc1Br	-12%	-5%	-3%	1%	8%	0%	-5%
Cc1ccc(C(=O)COC(=O)CCC(=O)Nc2ccc(Oc3cc(C)ccc3C(C)C)cc2)cc1	12%	0%	-10%	1%	0%	-15%	5%
CCOc1ccc2oc(=O)cc(CN3CCN(Cc4ccc(F)cc4)CC3)c2c1	u	-13%	-9%	0%	-3%	2%	-5%
Cc1ccc(-c2nn(CCC(N)=O)c(=O)c3ccccc23)cc1	x	x	-3%	0%	0%	-13%	-2%
Cc1ccccc1CCNC(=O)c1cc2cc(S(=O)(=O)N3CCCCC3)ccc2n1C	17%	-10%	2%	0%	0%	-5%	-2%
CCc1ccc(-c2ccc3nnc(SCC(=O)Nc4cccc(C(C)=O)c4)n3n2)cc1	-10%	2%	-3%	-4%	-2%	-4%	-1%

One compound at a time, as listed above.
COc1ccccc1-c1nc(SCC(=O)c2ccccc2)n[nH]1 reads NTMT1 inh = -11%; FH mod = -19%; p53null 39C kill = -20%; B2AR arrestin ag = -2%; GALK inh = 0%; TSG101-PTAP inh = 1%; p53null 32C tox = 2%
Cc1ccc(SCC(=O)Nc2ccc3oc(-c4ccccc4C)nc3c2)cc1 reads NTMT1 inh = -1%; FH mod = -19%; p53null 39C kill = u; B2AR arrestin ag = -1%; GALK inh = -12%; TSG101-PTAP inh = 14%; p53null 32C tox = -14%
